Compound activity deposited in PubChem by National Center for Advancing Translational Sciences (NCATS).
MmCpn inh: inhibitors of Methanococcus maripaludis chaperonin (MmCpn). purified Mm-Cpn ATPase, ADP Transcreener TR-FRET. 0.031% of 330,000 active. Potency, µM (series often up to 76.9 µM), inactives show at the highest dose activity, negative = inhibition, hits mostly inhibitors; note: potency is the fitted concentration of half-maximal effect; % is set by controls: 0 for no effect and ±100 for the full control effect; nearly all actives have a fitted effect of over 80% in size
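Inhibition of chaperonin ATP hydrolysis is measured as reduced ADP production, detected by competitive TR-FRET in which signal falls with ADP. Final enzyme 25 nM and ATP 10 uM, reacted 30 min at 37°C.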
pAkt inh: Akt phosphorylation inhibition; Neuro2A IGF-stimulated pAkt S473 HTRF, 20 min; stronger effect = lower value; activity change, % for hits at 50 µM; 0.32% of 360,000 active; in the data active = activity change below about -80%; inconclusive = mostly about -51% to -80%; note: % is set by controls: 0 for no effect and ±100 for the full control effect
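Single-point screen (50 µM final compound) in Neuro2A cells stimulated 20 min with 6 nM IGF at 37 deg C. After lysis, Ser473-phosphorylated Akt read by HTRF (ex 330 nm, em 615/665 nm) as the 665/615 ratio.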
aSyn rescue: alpha-synuclein toxicity inhibition in yeast. Potency, µM (top dose mostly 46.1 µM), inactives show at the highest dose growth rescue (activation), hits mostly activators. Yeast expressing alpha-synuclein, growth rescue, BacTiter-Glo, 24 h. 0.14% of 370,000 active. AID 652106; note: potency is the fitted concentration of half-maximal effect; % of control where 0% means no effect; nearly all actives have a fitted effect of over 65% in size
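Readout is rescue of growth in alpha-synuclein-expressing yeast, so inhibitors of toxicity appear as activators. Growth after 24 hr at 30 deg C in galactose medium is quantified by luminescence.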
Abeta yeast res: compounds reversing amyloid beta toxicity in yeast. yeast expressing A-beta42, growth rescue, OD600, 48 h; response scale: 0% DMSO, 100% iron-clioquinol control. 0.063% of 410,000 active. Potency, µM (highest dose often 46.1 µM), for the others: at the highest dose growth rescue, most hits filed as activators; note: potency is the fitted concentration of half-maximal effect; nearly all actives have a fitted effect of over 55% in size
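Growth rescue measured by 600 nm absorbance after 48 h yeast culture at 30 C with compound. Values normalized between DMSO and an equimolar ferric chloride plus clioquinol control.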
GLP-1R inv ag: GLP-1 receptor (human) inverse agonism; P43220; HEK293 GLP-1R CRE-luciferase, luminescence, 24 h; GLP-1R form is constitutively active; Potency, µM (highest dose often 38.3 µM), without a hit: top-dose activity change, negative = inhibition, hits mostly inhibitors; 1.6% of 410,000 active; AID 624417; note: potency is the fitted concentration of half-maximal effect; % is set by controls: 0 for no effect and ±100 for the full control effect; nearly all actives have a fitted effect of over 55% in size
Target sequence (P43220 whole entry, looked up): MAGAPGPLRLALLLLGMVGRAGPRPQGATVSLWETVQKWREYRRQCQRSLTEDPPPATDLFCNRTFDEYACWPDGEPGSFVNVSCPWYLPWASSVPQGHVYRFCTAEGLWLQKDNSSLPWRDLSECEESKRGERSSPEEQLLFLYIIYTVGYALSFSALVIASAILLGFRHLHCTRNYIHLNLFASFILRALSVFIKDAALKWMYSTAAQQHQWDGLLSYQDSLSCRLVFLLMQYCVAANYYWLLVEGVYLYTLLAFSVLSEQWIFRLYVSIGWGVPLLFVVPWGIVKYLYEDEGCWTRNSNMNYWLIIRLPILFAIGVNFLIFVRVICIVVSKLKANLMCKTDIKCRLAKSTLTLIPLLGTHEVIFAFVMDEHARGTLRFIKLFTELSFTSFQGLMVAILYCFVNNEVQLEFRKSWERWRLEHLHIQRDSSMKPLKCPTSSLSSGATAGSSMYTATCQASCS
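qHTS in 1536-well format: reporter HEK293 cells expressing constitutive GLP-1R activity in DMEM + 10% Nu serum, 24 hr with compounds at 37 deg C, luminescence read after 12 min with detection reagent.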
TDP43 rescue: rescues yeast growth from TDP-43 toxicity. TDP-43 expressing yeast growth rescue, BacTiter-Glo, 24 h. Potency, µM (series often up to 46.1 µM), without a hit: at the top dose growth rescue (activation), most hits filed as activators. 1.8% of 410,000 active. AID 652104; note: potency is the fitted concentration of half-maximal effect; % of control where 0% means no effect; nearly all actives have a fitted effect of over 50% in size
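Luminescence from BacTiter-Glo reports growth of TDP-43-expressing yeast after 24 hr at 30 deg C with compound. Cells were raffinose-pregrown to mid-log, then seeded in galactose medium at OD600=0.02.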
GLP1R cytotox: cytotoxicity in counter-screen for GLP-1R inverse agonists; HEK293 cAMP-luciferase reporter cells, luminescence, 24 h; Potency, µM (highest dose often 38.3 µM), for the others: at the top dose activity change, negative = inhibition, usual class: inhibitors; 0.13% of 410,000 active; AID 624418;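 note: loss of luciferase light is scored as toxicity; potency is the fitted concentration of half-maximal effect; % is set by controls: 0 for no effect and ±100 for the full control effect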
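Cells in DMEM/10% Nu serum/1% pen-strep, 1536-well format. Pre-incubated 12 h, dosed with 23 nL compound, incubated a further 24 h. Luciferase detection, 12 min at room temp, luminescence.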
FUS yeast rescue: rescues growth of FUS-expressing yeast; Potency, µM (titrated, usually from 76.6 µM), for the others: at the highest dose growth rescue (activation), hits mostly activators; S. cerevisiae FUS-expressing, growth rescue, OD600, 24 h; 0.24% of 390,000 active;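 note: potency is the fitted concentration of half-maximal effect; plate controls were DMSO vehicle for no effect and reference control for full effect; nearly all actives have a fitted effect of over 55% in size; some results filed as inactive show a strong effect at the top dose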
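Read-out: OD at 600 nm after 24hr at 30C, reporting rescue of FUS-induced yeast toxicity. Cells at OD 0.005 in galactose (2%) minimal medium; compounds tested in a dilution series; CP55940 titration from 92uM final as control.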
PTHR1 ag: activates the human parathyroid hormone receptor PTHR1; HEK293 GP2 PTHR1 cells, GloSensor cAMP luminescence, 1 h; Potency, µM (highest dose often 115 µM), without a hit: at the top dose activation, most hits filed as activators; 0.075% of 410,000 active; note: potency is the fitted concentration of half-maximal effect; nearly all actives have a fitted effect of over 55% in size; some results filed as inactive show a strong effect at the top dose; inactives centre near -15; many of its hits are not listed in these tables
Target sequence (Q03431 whole entry, looked up): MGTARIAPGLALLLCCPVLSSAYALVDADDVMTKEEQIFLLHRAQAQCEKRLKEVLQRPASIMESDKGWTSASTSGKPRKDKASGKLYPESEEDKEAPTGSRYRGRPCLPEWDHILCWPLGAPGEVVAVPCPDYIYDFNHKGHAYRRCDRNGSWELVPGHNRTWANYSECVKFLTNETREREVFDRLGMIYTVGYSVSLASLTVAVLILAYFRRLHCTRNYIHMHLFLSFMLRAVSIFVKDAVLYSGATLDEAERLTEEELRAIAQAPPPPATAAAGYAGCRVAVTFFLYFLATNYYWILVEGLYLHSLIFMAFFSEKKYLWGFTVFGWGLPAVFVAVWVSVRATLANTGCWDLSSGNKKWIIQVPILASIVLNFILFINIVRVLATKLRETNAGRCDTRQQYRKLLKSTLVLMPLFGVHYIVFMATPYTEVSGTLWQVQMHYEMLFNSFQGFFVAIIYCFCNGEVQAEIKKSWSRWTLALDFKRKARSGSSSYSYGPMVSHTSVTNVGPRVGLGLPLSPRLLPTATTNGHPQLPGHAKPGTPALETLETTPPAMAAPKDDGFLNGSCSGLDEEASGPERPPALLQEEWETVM
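HEK-293-derived GP2 cells expressing PTHR1 and a GloSensor cAMP reporter, 3,000/well, plated overnight, given luciferin plus IBMX (each 0.5 mM as added) for 1 h at 37 °C, then compound for 1 h at 37 °C. Luminescence was read after 15 min at room temperature.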
An asterisk follows results filed as active; [ ] = dose if it differs, or a comment. Unless noted, calls come from the whole dose curve; as a rule, active = well fitted curve in the direction sought with a large enough effect; inconclusive = small, poorly fitted or top-dose-only effect, or another doubt; inactive = no such curve, though single readings can be large; an effect the other way counts as inactive or inconclusive. Not all compounds are listed; the hit share may differ from the screen's.

Screening CCOC(=O)Nc1nc(C)c(C(=O)c2ccc(Cl)cc2)s1 returned MmCpn inh -1%, pAkt inh inactive, aSyn rescue 0%, Abeta yeast res 0%, GLP-1R inv ag 7%, TDP43 rescue -7%, GLP1R cytotox 15%, FUS yeast rescue 11% and PTHR1 ag inactive.
`Cc1cc(NC(=O)c2ccc(S(=O)(=O)N(C)C)cc2)n(-c2ccccn2)n1` gave MmCpn inh 4%, pAkt inh inactive, aSyn rescue -1%, Abeta yeast res 21%, GLP-1R inv ag 15%, TDP43 rescue 15%, GLP1R cytotox -7%, FUS yeast rescue -2% and PTHR1 ag inactive.
For CCCC1C2C(=O)N(c3ccccc3OCC)C(=O)C2ON1c1ccccc1 (configuration not stated) the results were MmCpn inh 3%, pAkt inh inactive, aSyn rescue 1%, Abeta yeast res 12%, GLP-1R inv ag -2%, TDP43 rescue -7%, GLP1R cytotox 2%, FUS yeast rescue 41% and PTHR1 ag inactive.
`COc1cccc(CNC(=O)Cn2c(=O)ccc3cc(S(=O)(=O)N4CCCC4)ccc32)c1` gave aSyn rescue -1%, Abeta yeast res -5%, GLP-1R inv ag 9%, TDP43 rescue 10%, GLP1R cytotox 0%, FUS yeast rescue 12% and PTHR1 ag inactive.
O=C(CN1C(=O)S/C(=C\c2ccccc2Cl)C1=O)NCCCn1ccnc1 was read as MmCpn inh -1%, pAkt inh inactive, aSyn rescue -1%, Abeta yeast res 2%, GLP-1R inv ag inconclusive, TDP43 rescue -2%, GLP1R cytotox -4%, FUS yeast rescue 4% and PTHR1 ag inactive.
Screening COc1cccc(/C=C/C(=O)c2ccc3c(c2)OCCO3)c1OC returned MmCpn inh -1%, pAkt inh inactive, aSyn rescue 5%, Abeta yeast res 3%, GLP-1R inv ag inconclusive, TDP43 rescue 28%, GLP1R cytotox inconclusive, FUS yeast rescue -7% and PTHR1 ag -41%[inhibitor].
N#CCCN(C(=O)CN1c2cccc3cccc(c23)S1(=O)=O)c1ccccc1 was read as MmCpn inh -4%, pAkt inh inactive, aSyn rescue 2%, Abeta yeast res 27%, GLP-1R inv ag 9%, TDP43 rescue 29%, GLP1R cytotox -3%, FUS yeast rescue 13% and PTHR1 ag -5%.
For Cc1nc2nc(-c3ccc(Cl)cc3)cn2nc1C the results were MmCpn inh -1%, pAkt inh inactive, aSyn rescue -2%, Abeta yeast res 8%, GLP-1R inv ag -18%, TDP43 rescue 3%, GLP1R cytotox 202%[activator] and PTHR1 ag -33%[inhibitor].
CC(C)(O)CC[C@@H](O)[C@](C)(O)C1CC[C@@]2(O)C3=CC(=O)[C@@H]4C[C@@H](O)[C@@H](O)C[C@]4(C)C3CC[C@]12C (some centres not stated) was read as MmCpn inh -3%, pAkt inh inactive, aSyn rescue -5%, Abeta yeast res 1%, GLP-1R inv ag 17%, TDP43 rescue 20%, GLP1R cytotox 5%, FUS yeast rescue -33% and PTHR1 ag inactive.
For CC(C)c1ccc(NC(=O)CN2C(=O)CSc3ccc(S(=O)(=O)N4CCCC4)cc32)cc1 the results were Abeta yeast res 3%, GLP-1R inv ag inconclusive, TDP43 rescue 7%, GLP1R cytotox -3%, FUS yeast rescue inconclusive and PTHR1 ag inactive.

Not a retest: an excerpt of the list.
Screening CCOC(=O)Nc1nc(C)c(C(=O)c2ccc(Cl)cc2)s1 returned MmCpn inh -1%, pAkt inh inactive, aSyn rescue 0%, Abeta yeast res 0%, GLP-1R inv ag 7%, TDP43 rescue -7%, GLP1R cytotox 15%, FUS yeast rescue 11% and PTHR1 ag inactive.
`Cc1cc(NC(=O)c2ccc(S(=O)(=O)N(C)C)cc2)n(-c2ccccn2)n1` gave MmCpn inh 4%, pAkt inh inactive, aSyn rescue -1%, Abeta yeast res 21%, GLP-1R inv ag 15%, TDP43 rescue 15%, GLP1R cytotox -7%, FUS yeast rescue -2% and PTHR1 ag inactive.

(more compounds)
COCc1ccc(CN2CCCC(CCC(=O)NCc3cccc(OC)c3)C2)o1 (configuration not stated) was read as MmCpn inh 1%, pAkt inh inactive, aSyn rescue -7%, Abeta yeast res 16%, GLP-1R inv ag 7%, TDP43 rescue -11%, GLP1R cytotox -2%, FUS yeast rescue 9% and PTHR1 ag inactive.
O=C1/C(=C/c2ccccc2O)SC(=S)N1Cc1cccnc1 was read as MmCpn inh 1%, pAkt inh inactive, aSyn rescue -16%, Abeta yeast res 4%, GLP-1R inv ag inconclusive, TDP43 rescue 13µM*, GLP1R cytotox -16%, FUS yeast rescue 6% and PTHR1 ag -31%[inhibitor].
Screening CC1(C)CC2(CC(C)(C(=O)CSc3nc4ccccc4s3)OC2=O)C(=O)O1 (configuration not stated) returned MmCpn inh -8%, pAkt inh inactive, aSyn rescue 15%, Abeta yeast res 11%, GLP-1R inv ag 0%, TDP43 rescue 11%, GLP1R cytotox 8%, FUS yeast rescue 40% and PTHR1 ag inactive.
For COC(=O)c1[nH]nc(-c2ccccc2)c1-c1ccccc1 the results were pAkt inh inactive, aSyn rescue -1%, Abeta yeast res -11%, GLP-1R inv ag -13%, TDP43 rescue 0%, GLP1R cytotox -1%, FUS yeast rescue 15% and PTHR1 ag -8%.
Screening COc1ccccc1NC(=O)Cn1nc(C(F)(F)F)c2c1CCCC2 returned MmCpn inh 0%, pAkt inh inactive, aSyn rescue 1%, Abeta yeast res 19%, GLP-1R inv ag 0%, TDP43 rescue 16%, GLP1R cytotox 3%, FUS yeast rescue 17% and PTHR1 ag inactive.
Screening COc1ccccc1CNCc1cc(OC)c(OC)cc1OC returned MmCpn inh -2%, pAkt inh inactive, aSyn rescue 1%, Abeta yeast res -2%, GLP-1R inv ag 1%, TDP43 rescue -8%, GLP1R cytotox 1%, FUS yeast rescue 10% and PTHR1 ag -25%[57.5 µM].
For CCOc1ccc(NC(=O)CN(c2ccc(OC)c(OC)c2)S(=O)(=O)c2ccc(C)cc2)cc1 the results were MmCpn inh 0%, pAkt inh inactive, aSyn rescue 2%, Abeta yeast res 7%, GLP-1R inv ag -13%, TDP43 rescue 21%, GLP1R cytotox -6%, FUS yeast rescue 7% and PTHR1 ag inactive.
For COc1ccc(OC(C)C(=O)N(C)Cc2nc(-c3ccc(C)cc3)no2)cc1 (configuration not stated) the results were MmCpn inh 2%, pAkt inh inactive, aSyn rescue -1%, Abeta yeast res -2%, GLP-1R inv ag inconclusive, TDP43 rescue inconclusive, GLP1R cytotox 0%, FUS yeast rescue -4% and PTHR1 ag -37%.
`COc1ccc(C(CNC(=O)c2cccc(NC(=O)c3cccs3)c2)N2CCCC2)cc1` (configuration not stated) gave MmCpn inh -1%, pAkt inh inactive, aSyn rescue -4%, Abeta yeast res 1%, GLP-1R inv ag inconclusive, TDP43 rescue 5%, GLP1R cytotox -3% and PTHR1 ag 23%.
COc1ccccc1C(=O)Nc1ccc(OCc2cc(=O)n3ccsc3n2)cc1 was read as Abeta yeast res -6%, GLP-1R inv ag -9%, TDP43 rescue inconclusive, GLP1R cytotox 0%, FUS yeast rescue -37% and PTHR1 ag -5%.
For Cc1ccc(C(=O)Nc2ccc(S(=O)(=O)N3CCOCC3)cc2)cc1C the results were MmCpn inh 1%, pAkt inh inactive, aSyn rescue -2%, Abeta yeast res -1%, GLP-1R inv ag -9%, TDP43 rescue 15%, GLP1R cytotox -13%, FUS yeast rescue 11% and PTHR1 ag 0%.
COc1cc(/C=C2\SC(=S)N(CCC(=O)Nc3cccc(O)c3)C2=O)cc(OC)c1OC was read as MmCpn inh 0%, pAkt inh inactive, aSyn rescue 2%, Abeta yeast res 11%, GLP-1R inv ag inconclusive, TDP43 rescue 17%, GLP1R cytotox inconclusive, FUS yeast rescue inconclusive and PTHR1 ag -25%.
For O=C(Nc1ccc2c(c1)CCC2)c1cccc(F)c1 the results were MmCpn inh 2%, pAkt inh inactive, aSyn rescue -4%, Abeta yeast res -9%, GLP-1R inv ag inconclusive, TDP43 rescue 19%, GLP1R cytotox -13%, FUS yeast rescue -2% and PTHR1 ag -11%.
For COc1ccc(CNc2nc3ccccc3n2Cc2ccc(Cl)cc2)cc1OC the results were MmCpn inh 0%, pAkt inh inactive, aSyn rescue 1%, Abeta yeast res 1%, GLP-1R inv ag inconclusive, TDP43 rescue 10%, GLP1R cytotox inconclusive, FUS yeast rescue 14% and PTHR1 ag -23%.
O=C(COc1ncnc2ccccc12)N1CCN(C(=O)c2ccco2)CC1 was read as MmCpn inh -3%, pAkt inh inactive, aSyn rescue -11%, Abeta yeast res -13%, GLP-1R inv ag -6%, TDP43 rescue -26%, GLP1R cytotox -11%, FUS yeast rescue -3% and PTHR1 ag inactive.
For CNc1c(NS(=O)(=O)c2cc(OC)ccc2OC)c(=O)oc2ccccc12 the results were MmCpn inh 0%, pAkt inh inactive, aSyn rescue 1%, Abeta yeast res -3%, GLP-1R inv ag 15%, TDP43 rescue -22%, GLP1R cytotox 2%, FUS yeast rescue -20% and PTHR1 ag -7%.
